# Screening data as filed in PubChem.
# AI-2 QS mod = Vibrio harveyi AI-2 quorum sensing modulation | Vibrio harveyi JMH597 AI-2 luminescence/OD600 ratio, 9 h; stronger effect = lower value; strain lacks LuxN and CqsS sensors; 0 = neutral-control median | activity change, % at 7.5 µM | hit rate 0.4% among 300,000 | AID 2094; in the data active = activity change below about -75%, passing the limit was not always enough; inconclusive = no clear call, values can overlap the other calls;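 note: luminescence divided by OD600 gain over 9 h not by final OD600 alone; inactives centre near 13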
# aSyn 5UTR inh = 5' untranslated region of α-synuclein, MLPCN primary screen | inhibition, % (tested at 7.5 µM) | alpha-synuclein 5'UTR reporter, inhibitor activity | hit rate 0.82% among 300,000; in the data active = inhibition above about 60%; inconclusive = no clear call, values can overlap the other calls;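 note: H4 neuroglioblastoma cells stably carrying SNCA 5'UTR luciferase fusion; 0% = DMSO wells and 100% = positive control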
# HSP90 inh = inhibitors of HSP90 luciferase refolding in rabbit reticulocyte lysate; inhibition, % at 5.6 µM; luciferase refolding luminescence, 3 h; hit rate 0.91% among 290,000;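 active = inhibition above the screen-wide mean plus 3 SD, computed separately per campaign, cut at about 16% in these data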;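 note: 0% = DMSO wells and 100% = 60 µM geldanamycin wells; inhibitors lower the luminescence because luciferase stays unfolded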
# IEC-6 tox = kills IEC-6 intestinal cells in KLF5 counter-screen; IEC-6 cytotoxicity, luminescence viability; inhibition, % at 5 µM; hit rate 0.78% among 290,000; AID 1825; in the data active = inhibition above about 22%;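 note: 0% = plate median of test compound wells and 100% = cytotoxic reference compound wells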
# KLF5 inhibitor = inhibitors of KLF5 expression | DLD-1 KLF5 promoter-luciferase reporter, luminescence | inhibition, % at 5 µM | hit rate 0.23% among 290,000 | AID 1700;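 active = inhibition above a per-plate limit of that plate's mean compound inhibition plus 3 SD, cut at about 60% in these data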;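 note: 0% = DMSO wells and 100% = LY294002 at 200 µM; higher means less KLF5 promoter-driven luciferase light; inactives centre near -14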
# Platelet DG rel = modulates dense granule release in human platelets; human platelet-rich plasma, SFLLRN dense granule ATP release, luminescence; inhibition, %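 (compounds screened at 7.5 µM in platelet-rich plasma)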; hit rate 0.22% among 300,000;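 active = mean replicate score, as percent of positive control, at or above 50; inconclusive = mean below 50 but at least one replicate at or above 50; inactive = mean and every replicate below 50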
# HSF1 inh = HSF1 inhibition; activity change, negative = inhibition, % at 7.5 µM (by protocol); hit rate 0.77% among 300,000; NIH3T3-HGL HSE-luciferase, MG132-induced, luminescence 8 h; stronger effect = lower value;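 active = more than half of replicate wells show activity change below -50%, luminescence cut by over half; inconclusive = some wells, but at most half, below -50%; inactive = no replicate well below -50%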;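 note: luciferase reports HSF-1 transcriptional activity via heat shock element; 0% = median of DMSO wells and -100% = zero luminescence signal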
# HSF-1 act = increases HSF-1 driven luciferase reporter signal; NIH3T3-HGL HSF-1 luciferase reporter, MG132, 8 h; 100% = twice DMSO control signal; hit rate 1.7% among 300,000; activation, % at 9 µM; AID 504408;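 active = mean replicate activation of at least 50% with a set share of replicates each reaching 50%; inconclusive = only one of those two conditions met; inactive = mean below 50% and too few replicates reaching it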;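 note: 0% = median of the neutral control wells and 100% = twice that signal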
# SKKanGAS inh = blocks kanamycin growth of S. pyogenes SKKanGAS strain. BacTiter-Glo, 6 h. inhibition, % at 7.5 µM. hit rate 1.3% among 300,000. AID 1662;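 active = mean replicate score, as percent of positive control median, at least 50; inconclusive = mean below 50 but one replicate at or above 50; inactive = mean and every replicate below 50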;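 note: strain carries kanamycin resistance gene driven by streptokinase promoter and grows in 40 µg/ml kanamycin; loss of luminescence reflects streptokinase promoter inhibition or plain growth inhibition; 0% = median of DMSO wells and 100% = positive control at its reference dose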
# HIF activator = HIF pathway transcriptional activation; U2OS HRE-luciferase reporter, luminescence; normalized: DMSO 0%, desferrioxamine 100%; activation, % at 7.5 µM (by protocol); hit rate 0.32% among 300,000; AID 1910;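 active = mean activation of at least 10% of the iron chelator positive control signal, with at least half of replicates also reaching 10%; inconclusive = mean and replicate majority disagree about reaching 10%; inactive = mean and most replicates under 10%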
# * hit, by the source's call; ? = inconclusive; · = not tested or not shown.
SMILES,AI-2 QS mod,aSyn 5UTR inh,HSP90 inh,IEC-6 tox,KLF5 inhibitor,Platelet DG rel,HSF1 inh,HSF-1 act,SKKanGAS inh,HIF activator
O=C(CN1C(=O)c2ccccc2S1(=O)=O)c1ccc(F)c(F)c1,10,57,11,-3,-33,-8,-9,-13,4,-1.0
CC(O)/C=C/C1OC(=O)CC1Nc1ccc(C=O)cc1 (stereo not given),20,14,2,1,-21,-4,2,19,0,-0.1
COc1ccc(CC2(C)OC(c3ccc([N+](=O)[O-])cc3)=NN2C(C)=O)cc1 (stereo not given),13,-5,3,5,8,18,-1,-2,3,-0.5
CCCC(=O)Nc1nnc(SCC(=O)NCc2ccco2)s1,13,-6,0,-3,-16,-7,-10,-15,1,0.3
Nn1c(SCC(=O)Nc2cc(C(F)(F)F)ccc2Cl)nncc1=O,25,3,1,-3,-16,-7,13,32,-1,0.4
CCCn1c(SCC(=O)c2c(C)[nH]c(C)c2C(=O)OCC)nc2ccccc21,-1,26,-1,6,6,25,-61*,-70,-16,0.2
COc1ccc(CC(=O)N/N=C(\C)CC(=O)NCc2ccco2)cc1OC,-2,12,-2,-4,-31,22,1,5,1,0.0
O=C(OCC(=O)N1CCCC1)c1ccccc1O,0,-85,3,-4,-62,1,12,16,-3,2.6
O=C(c1cccs1)N1CCCC(c2nc3c(nnn3Cc3ccccc3Cl)c(=O)[nH]2)C1 (stereo not given),26,6,-4,3,-14,1,3,6,8,0.1
C=CCn1c(Cc2csc(N)n2)nnc1SCC(=O)OCC,26,-8,3,0,-22,-2,-29,-50,7,-0.1
N#Cc1cc([N+](=O)[O-])ccc1NC(=O)COC(=O)CCC1CCCCC1,17,-14,1,5,-8,7,-2,-3,-3,0.1
Cc1cccc(C)c1NC(=S)NC(=O)c1ccc(Br)o1,15,28,3,4,-1,-8,4,-3,0,-0.6
CCCCC(=O)Nc1nc(C)c(-c2csc(Nc3ccc(Cl)cc3)n2)s1,20,-63,17*,5,-32,8,0,3,23,0.2
CCCCCOc1ccc(OC(=O)c2ccncc2)cc1,3,8,0,8,-14,-5,4,24,-2,3.4
COc1ccc(NC(=O)CCCn2c(=O)c3sccc3n(Cc3ccc(C)cc3C)c2=O)cc1,-4,5,1,-6,-13,-4,2,-10,2,-0.4
O=C(C(c1ccccc1)c1ccccc1)N1CCN(Cc2ccco2)CC1,-13,-10,-1,-3,3,17,4,9,3,-0.2
COc1ccc(OC)c(NC(=O)CN2C(=O)NC3(CCOc4ccccc43)C2=O)c1 (stereo not given),-3,10,0,0,-5,0,-9,2,3,0.3
Cc1cccc2sc(N3CCN(C(=O)c4cccs4)CC3)nc12,23,-15,·,·,·,4,-4,-7,-5,0.3
O=C(NNS(=O)(=O)c1ccc2ccccc2c1)c1cc(-c2ccccn2)nc2ccccc12,11,15,1,8,3,-1,2,28,24,-0.2
COc1cccc(-n2c(CCn3nc(C)c([N+](=O)[O-])c3C)n[nH]c2=S)c1,29,-15,0,4,-15,-10,-6,-16,-4,-0.1
c1ccc(Nc2nc(N3CCOCC3)c3ccccc3n2)cc1,13,6,-1,2,-23,-6,-8,3,-7,0.1
CCOc1ccc(-c2cc(C(=O)Nc3ccc4c(c3)OCCO4)c3ccccc3n2)cc1,15,-6,-2,-2,-11,7,4,5,19,0.9
Cc1cccc(N(C(=O)c2nsc(Cl)c2Cl)C(C(=O)NC2CCCC2)c2ccc(O)cc2)c1C (stereo not given),14,-7,-4,0,-4,-8,10,17,1,-0.4
COCCCNC(=O)C1CCN(C(=O)Nc2ccc(Cl)cc2)CC1,32,-13,2,3,-32,3,2,15,-3,0.6
CC(C)NC(=O)Cn1c(SCC(=O)N2CCc3ccccc3C2)nc2ccccc21,11,6,-4,2,-24,1,-1,-8,-2,0.2
SMILES,AI-2 QS mod,aSyn 5UTR inh,HSP90 inh,IEC-6 tox,KLF5 inhibitor,Platelet DG rel,HSF1 inh,HSF-1 act,SKKanGAS inh,HIF activator
CC(C)Cc1nc(SCC(=O)NCC2CCCO2)c2c(=O)n(C)c(=O)n(C)c2n1 (stereo not given),13,2,-3,-3,-49,-4,-11,0,3,-0.4
Cn1c(=O)c2c(ncn2CC(=O)OCC(=O)NC(c2ccccc2)c2ccccc2)n(C)c1=O,10,22,-2,5,-9,18,-2,-18,-6,-0.7
Cc1cc(CNC(=O)CC2C(=O)NCCN2Cc2ccccc2)nn1C (stereo not given),21,3,-5,0,-14,10,2,-4,2,0.0
Cn1c(=O)c(=O)n(C)c2cc(S(=O)(=O)N3CCN(c4cccc(C(F)(F)F)c4)CC3)ccc21,4,-2,3,0,-21,-5,5,31,3,-0.8
CC1(c2ccccc2)NC(=O)N(CC(=O)N2CCN(S(=O)(=O)c3ccccc3[N+](=O)[O-])CC2)C1=O (stereo not given),22,-3,-4,-9,-7,57*,-7,-2,-1,0.0
NC(=O)COC(=O)CNC(=O)c1ccc(Cl)cc1,13,-4,3,0,-14,3,-7,-2,1,-0.3
COc1cc(CN2CCC(C(N)=O)CC2)ccc1OCc1ccccc1,15,-111,-3,5,-75,2,0,4,-5,5.5
CN(CC(=O)NCCN1CCOCC1)S(=O)(=O)c1ccc(F)cc1,30,13,-8,-6,-2,-3,-3,-9,-2,-0.2
O=C(COc1ccc(C(=O)NCCc2ccccc2)cc1)Nc1ccccc1,6,-8,1,-3,1,-27,15,29,-4,-41
Cc1cc(C)nc(SCCn2c(N(C)Cc3ccccc3)nc3c2c(=O)n(C)c(=O)n3C)n1,29,26,5,3,6,-15,-2,3,-7,-0.4
O=C(COc1cccc2cccnc12)N/N=C1\SCC(=O)N1Cc1ccccc1,39,11,-1,-1,-3,4,-4,16,3,-31
COc1cccc(-c2nn(-c3ccccc3)cc2CN(C)Cc2ccon2)c1,2,-2,1,0,-24,-1,4,-6,-12,-0.3
COc1ccccc1NC(=O)C1CCCN(S(=O)(=O)c2ccccc2)C1 (stereo not given),19,-16,-3,3,-19,2,5,-9,-8,0.4
CC(OC(=O)CNC(=O)C12CC3CC(CC(C3)C1)C2)C(=O)Nc1ncc(Cl)cc1Cl (stereo not given),26,8,6,0,-21,-10,0,6,-8,-0.6
CCOc1ccc(/C=C/C(O)=C2/C(=O)N(C)C3(C)CC2c2ccccc2O3)cc1OC (stereo not given),27,-18,3,-3,-39,-2,34,35,0,1.3
Cc1ccc(NC(=O)CN2C(=O)C3CC=C(Cl)CC3C2=O)cc1 (stereo not given),9,-12,-1,4,-9,9,-4,-20,-1,0.1
COc1cc(NC(=S)NCCc2ccccc2)c(OC)cc1NC(=O)C(C)C,38,-8,3,13,0,-4,2,-3,-7,-0.3
O=C(O)c1ccc(OC2CSC2)cc1,8,12,-1,-2,-4,-3,0,5,-2,-0.3
Cc1cc(OC(=O)c2cccs2)ccc1C(C)C,22,11,0,11,-34,11,1,-5,9,0.2
COc1cccc(CC(NC(C)=O)C(=O)NC2CCN(C(=O)c3ccc(Cl)cc3)CC2)c1OC (stereo not given),10,-3,-2,-1,-18,4,-6,0,8,0.0
CC(=O)NNC(=O)CCn1nnc2ccccc21,5,-14,3,-4,-6,0,-1,29,-5,0.0
Cn1c(=O)c(C(=O)NCc2ccccc2Cl)c(O)c2ccccc21,9,-78,1,3,-28,1,7,-11,2,-3.9
Nc1nonc1-c1nc2ccccc2n1CC(=O)N/N=C\c1ccc(-c2ccc(Cl)cc2)o1,-4,-45,0,-5,11,-4,-2,-2,99*,1.6
COC(=O)C1CCN(Cc2cc(=O)oc3cc(OC)ccc23)CC1,20,-40,4,-10,-24,-2,13,12,-3,0.6
Cc1ccc(NC2OC(CO)C(O)C(O)C2O)cc1 (stereo not given),20,-27,0,13,-5,6,1,3,-6,1.5
SMILES,AI-2 QS mod,aSyn 5UTR inh,HSP90 inh,IEC-6 tox,KLF5 inhibitor,Platelet DG rel,HSF1 inh,HSF-1 act,SKKanGAS inh,HIF activator
CC(C)(SC(=S)N1CCCCCC1)C(=O)O,18,-8,0,-1,-43,8,-8,-11,3,0.0
O=C(N/N=C/c1ccc(OC(=O)c2ccccc2)cc1)c1ccc(CN2CCOCC2)cc1,-1,-2,-3,3,-7,-1,2,7,6,-0.1
O=C(CSCc1ccc(F)cc1)NC1CCCC1,15,-9,-2,0,-34,-10,-1,16,-4,0.2
NC(=O)c1c(NC(=O)c2cccnc2)sc2c1CCCCC2,21,-177,-4,-2,-125,0,6,17,3,0.8
CCN(CC)C(=O)C1CCCN(Cc2sccc2C)C1 (stereo not given),0,11,-2,-6,-8,2,1,11,-1,0.0
CC(CCc1ccccc1)NC(=O)c1cccc([N+](=O)[O-])c1 (stereo not given),9,1,7,-4,10,-5,-53*,-66,3,-0.3
CN(C)S(=O)(=O)c1ccc(NC(=O)CN2CCCc3ccccc32)cc1,-51,-43,2,6,-4,-10,3,-5,5,0.9
O=C(Cn1cnc2ccccc21)OCC(=O)N1CCc2ccccc2C1,3,-8,1,5,-26,17,0,-5,-3,-0.9
CCOC(=O)c1c(NC(=S)NC(=O)c2cnn(CC)c2)sc2c1CCC(C)C2 (stereo not given),18,9,-2,-1,-16,-4,14,5,8,-0.2
O=C(NCCC1=CCCCC1)c1ccc(-n2cncn2)c([N+](=O)[O-])c1,17,-6,·,·,·,-17,6,-4,-9,0.1
CC(C)CC(NC(=O)c1ccco1)C(=O)Nc1ccc2c(c1)OCCO2 (stereo not given),19,-49,5,4,-34,-6,?,-54,2,-0.9
O=C(CSc1nc2c(oc3ccccc32)c(=O)n1CC1CCCO1)NCc1ccc(F)cc1 (stereo not given),16,5,·,·,·,-6,15,25,2,-0.3
O=C(NCc1ccccc1)c1ccc(CN2CCOCC2)cc1,-4,-4,-3,-6,-14,7,-4,-13,-1,0.0
O=C(CSc1nc(C2CC2)nc2ccccc12)Nc1ccccc1N1CCOCC1,9,-24,-1,-4,-55,1,20,37,-3,-0.9
O=C(Nc1nnc(SCC(=O)N2CCCC2)s1)C1CC(=O)N(c2ccc(F)cc2)C1 (stereo not given),-1,4,8,4,-46,38,-4,9,5,0.0
CC(=O)c1ccc(NC(=O)c2ccc(CSc3ccccc3)o2)cc1,10,-27,3,2,-5,-1,11,19,5,0.3
Cc1c(C(=O)N2CCCCC2)c(S(=O)(=O)NCCc2ccc(Cl)cc2)c(C)n1C,-16,10,-6,-2,-31,-5,0,3,-1,14*
COc1cc(/C=N/NC(=O)c2ccccc2)ccc1OS(=O)(=O)c1ccccc1,3,-49,0,5,-35,-2,4,6,-24,0.2
CC(C)CCN1CCN(C2CCN(c3ccc4c(c3)OCO4)CC2)CC1CCO (stereo not given),26,3,0,-2,-17,-1,-3,1,-10,0.2
CC(=O)c1sc(NC(=O)CS(=O)(=O)c2ccccc2)nc1C,4,-16,·,·,·,6,0,12,-4,0.1
CCOc1ccc(NCCC(O)c2ccc(F)cc2)cc1 (stereo not given),32,-21,-2,-3,-29,2,2,19,-7,-12
Cc1ccc2nc(SCC(=O)c3cc(C)n(C)c3C)[nH]c2c1,18,-23,4,1,-5,-6,5,20,-5,-0.1
